Compound activity as filed in PubChem BioAssay.
EPAC2 ag = qHTS for Agonist of cAMP-regulated guanine nucleotide exchange factor 4 (EPAC2): primary screen. Potency, µM (doses to about 154 µM), without a hit: at the top dose activation, actives largely listed as activators. Rap guanine nucleotide exchange factor 4 (Homo sapiens), Q8WZA2. 360,000 compounds, 0.079% hits. EPAC2 activation, biochemical qHTS; response scale: 100% = 6.5 mM cAMP response; also: potency is read from the fitted curve at half-maximal effect; nearly all actives have a fitted effect of over 50% in size
Target sequence (Q8WZA2 whole entry, looked up): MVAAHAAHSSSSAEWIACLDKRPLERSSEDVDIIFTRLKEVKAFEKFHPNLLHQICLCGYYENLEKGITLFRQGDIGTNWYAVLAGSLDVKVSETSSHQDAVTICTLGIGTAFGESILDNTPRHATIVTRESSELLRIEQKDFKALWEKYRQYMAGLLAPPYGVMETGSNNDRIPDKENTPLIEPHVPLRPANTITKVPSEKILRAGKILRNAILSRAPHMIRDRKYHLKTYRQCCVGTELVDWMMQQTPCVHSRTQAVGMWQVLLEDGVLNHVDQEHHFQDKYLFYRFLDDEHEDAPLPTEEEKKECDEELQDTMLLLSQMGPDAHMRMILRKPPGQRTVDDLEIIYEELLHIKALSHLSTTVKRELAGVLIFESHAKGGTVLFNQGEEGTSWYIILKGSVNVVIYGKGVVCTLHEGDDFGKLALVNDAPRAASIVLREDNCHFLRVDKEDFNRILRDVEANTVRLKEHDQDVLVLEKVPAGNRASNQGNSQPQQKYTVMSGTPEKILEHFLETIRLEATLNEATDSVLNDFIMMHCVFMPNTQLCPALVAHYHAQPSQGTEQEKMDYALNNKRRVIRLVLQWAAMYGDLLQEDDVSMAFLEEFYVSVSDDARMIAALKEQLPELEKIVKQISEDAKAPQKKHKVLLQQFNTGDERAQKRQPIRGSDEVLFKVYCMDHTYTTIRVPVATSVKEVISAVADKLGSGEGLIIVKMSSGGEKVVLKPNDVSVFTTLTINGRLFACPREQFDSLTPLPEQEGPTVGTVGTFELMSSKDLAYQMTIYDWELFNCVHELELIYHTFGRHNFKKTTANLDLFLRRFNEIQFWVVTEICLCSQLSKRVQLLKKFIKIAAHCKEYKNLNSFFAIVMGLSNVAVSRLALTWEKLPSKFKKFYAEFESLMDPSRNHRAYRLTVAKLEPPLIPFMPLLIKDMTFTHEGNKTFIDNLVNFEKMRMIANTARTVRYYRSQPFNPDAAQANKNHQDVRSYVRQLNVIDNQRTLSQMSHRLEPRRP
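Each well held 100 nM EPAC2, 250 nM RAP1B-BODIPY-GDP and 50 uM GDP. Fluorescence, read at 5-min intervals to 30 min, was referenced to a 6.5 mM cAMP positive control.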
FUS yeast rescue = qHTS for Suppressors of FUS Proteinopathy: Primary screen using FUS-linked yeast assay; Potency, µM (series often up to 76.6 µM), for the others: at the top dose growth rescue (activation), usual class: activators; 390,000 compounds, 0.24% hits; AID 1347120, 2019; S. cerevisiae FUS-expressing, growth rescue, OD600, 24 h;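 also: potency is read from the fitted curve at half-maximal effect; plate controls were DMSO vehicle for no effect and reference control for full effect; nearly all actives have a fitted effect of over 55% in size; some results filed as inactive show a strong effect at the top dose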
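Read-out: OD at 600 nm after 24hr at 30C, reporting rescue of FUS-induced yeast toxicity. Cells at OD 0.005 in galactose (2%) minimal medium; compounds tested in a dilution series; CP55940 titration from 92uM final as control.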
D3 antag = qHTS of D3 Dopamine Receptor Antagonist: qHTS | AID 652054, 2013 | max response, negative = inhibition, % | 360,000 compounds, 2.5% hits | D(3) dopamine receptor (Homo sapiens), P35462 | D3R cells, DiscoveRx beta-arrestin luminescence, antagonist mode; stronger effect = lower value; in the data active = max response below about -50%; inconclusive = no clear call, values can overlap the other calls; also: % is scaled to controls: 0 for no effect and ±100 for the full control effect; mostly tested at two doses, the higher about 12 µM
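Cells plated overnight at 1500 cells/well, then exposed to library compounds with dopamine controls for 90 minutes at 37 degrees C. DiscoveRx reagent added for 30–60 minutes at room temperature; luminescence read, quantitative HTS format.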
TDP43 rescue = qHTS of TDP-43 Inhibitors; 410,000 compounds, 1.8% hits; Potency, µM (top dose mostly 46.1 µM), without a hit: at the top dose growth rescue (activation), hits mostly activators; TDP-43 expressing yeast growth rescue, BacTiter-Glo, 24 h; also: potency is read from the fitted curve at half-maximal effect; % of control where 0% means no effect; nearly all actives have a fitted effect of over 50% in size
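Luminescence from BacTiter-Glo reports growth of TDP-43-expressing yeast after 24 hr at 30 deg C with compound. Cells were raffinose-pregrown to mid-log, then seeded in galactose medium at OD600=0.02.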
aSyn rescue = qHTS of alpha-syn Inhibitors. Yeast expressing alpha-synuclein, growth rescue, BacTiter-Glo, 24 h. Potency, µM (highest dose often 46.1 µM), for the others: at the top dose growth rescue (activation), most hits filed as activators. 370,000 compounds, 0.14% hits. AID 652106, 2013; also: potency is read from the fitted curve at half-maximal effect; % of control where 0% means no effect; nearly all actives have a fitted effect of over 65% in size
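Screening used galactose-induced yeast with toxic alpha-synuclein levels, exposed to compound for 24 hr at 30 deg C. Cell growth, read with BacTiter-Glo luminescence, gave the measured signal.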
D3 ag = qHTS of D3 Dopamine Receptor Agonist: qHTS | D3R DiscoveRx beta-arrestin cells, luminescence, 90 min | max activation, % | 410,000 compounds, 0.58% hits | AID 652048, 2013; in the data active = max activation above about 30%; also: 0% is about no effect; mostly tested at two doses, the higher about 12 µM
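Agonist mode: compounds and dopamine controls were applied to plated cells for 90 min at 37 degrees C after an overnight attachment at 1500 cells/well. Luminescent read-out followed 30 - 60 minutes at room temperature with DiscoveRx detection reagent.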
EPAC2 antagonist = qHTS for Antagonist of cAMP-regulated guanine nucleotide exchange factor 2 (EPAC2): primary screen. Rap guanine nucleotide exchange factor 4 (Homo sapiens), Q8WZA2. EPAC2 GEF exchange of Rap1B-BODIPY-GDP, fluorescence. Potency, µM (highest dose often 114 µM), for the others: top-dose activity, negative = inhibition, usual class: inhibitors. 360,000 compounds, 0.18% hits; also: potency is read from the fitted curve at half-maximal effect; % is scaled to controls: 0 for no effect and ±100 for the full control effect; nearly all actives have a fitted effect of over 45% in size; many of its hits are not listed in these tables
Abeta yeast res = qHTS for compounds that reverse cellular toxicity of Amyloid beta (A-beta) peptide in yeast: Primary Screen | Potency, µM (doses to about 46.1 µM), for the others: at the highest dose growth rescue, actives largely listed as activators | AID 1347071, 2019 | yeast expressing A-beta42, growth rescue, OD600, 48 h; response scale: 0% DMSO, 100% iron-clioquinol control | 410,000 compounds, 0.063% hits; also: potency is read from the fitted curve at half-maximal effect; nearly all actives have a fitted effect of over 55% in size
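Yeast A-beta toxicity model in growth medium with pinned compounds, 48 h at 30 C; growth read as absorbance at 600 nm. Normalized to FeCl3/clioquinol equimolar mix (positive) and DMSO (negative).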
Active calls of the source: *; [ ] = dose if it differs, or a comment. Unless noted, calls follow the shape of the dose curve; as a rule, active = well fitted curve in the direction sought with a large enough effect; inconclusive = small, poorly fitted or top-dose-only effect, or another doubt; inactive = no such curve, though single readings can be large; an effect the other way counts as inactive or inconclusive. These rows are one share of the data; the hit share may differ from the screen's.

Screening CCCCNC(=O)c1cc(Sc2ccc(OCC)cc2)nc2ccccc12 returned FUS yeast rescue 6%, TDP43 rescue 9%, D3 ag 6 and Abeta yeast res -3%.
CCn1cc(C(=O)NCCc2ccccc2)c(=O)c2cc(F)c(N3CCN(C)CC3)cc21 was read as EPAC2 ag -3%, FUS yeast rescue 22%, D3 antag -19, TDP43 rescue 2%, aSyn rescue 9%, D3 ag -1, EPAC2 antagonist -4% and Abeta yeast res 7%.
Screening COc1ccc(C(OC(=O)c2c(C)noc2C)C(=O)NC2CCCC2)cc1 (stereo unspecified) returned EPAC2 ag -14%, D3 antag 5, TDP43 rescue 14%, aSyn rescue -1%, D3 ag 10, EPAC2 antagonist -1% and Abeta yeast res inconclusive.
`COc1ccc(-c2noc(CN(C)C(=O)c3ccc4c(c3)OCO4)n2)cc1` gave EPAC2 ag 9%, FUS yeast rescue 17%, D3 antag 2, TDP43 rescue 19%, aSyn rescue 12%, D3 ag -16, EPAC2 antagonist -11% and Abeta yeast res 5%.
Cc1ccc2[nH]c(=O)c(CC(=O)O)c(-c3ccccc3)c2c1 was read as EPAC2 ag -6%, FUS yeast rescue 21%, D3 antag 0, TDP43 rescue -3%, aSyn rescue 8%, D3 ag 2, EPAC2 antagonist -7% and Abeta yeast res -11%.
For O=C(CSc1ccc(Br)cc1)Nc1ccccc1N1CCOCC1 the results were EPAC2 ag 12%, FUS yeast rescue 7%, D3 antag 2, TDP43 rescue 22%, aSyn rescue 12%, D3 ag 0, EPAC2 antagonist -13% and Abeta yeast res -7%.
`CCO[C@@H]1OC(C(=O)Nc2ccccc2)=C[C@H](c2ccccc2)[C@H]1CCCO` gave EPAC2 ag 8%, FUS yeast rescue 18%, D3 antag 11, TDP43 rescue 30%, aSyn rescue 3%, D3 ag 1, EPAC2 antagonist -7% and Abeta yeast res 1%.
`O=C(c1ccccc1)c1ccc(Oc2ccc(C(=O)O)c(C(=O)O)c2)cc1` gave EPAC2 ag 3%, FUS yeast rescue 5%, D3 antag 1, TDP43 rescue 2%, aSyn rescue 1%, D3 ag -1, EPAC2 antagonist 0% and Abeta yeast res -1%.
`C=CCNc1nc(NCC)nc(N2CCOCC2)n1` gave EPAC2 ag -6%, FUS yeast rescue 4%, D3 antag 0, TDP43 rescue 0%, aSyn rescue -3%, D3 ag 12, EPAC2 antagonist -1% and Abeta yeast res -3%.
For CN(C)C(=O)c1ccc(N/C=C(\C=O)c2nc3ccccc3o2)cc1 the results were EPAC2 ag 3%, FUS yeast rescue 4%, D3 antag -1, TDP43 rescue -12%[9.22 µM], aSyn rescue -3%, D3 ag -3, EPAC2 antagonist 3% and Abeta yeast res 9%.

For reference, 5 of the compounds above:
For O=C(CSc1ccc(Br)cc1)Nc1ccccc1N1CCOCC1 the results were EPAC2 ag 12%, FUS yeast rescue 7%, D3 antag 2, TDP43 rescue 22%, aSyn rescue 12%, D3 ag 0, EPAC2 antagonist -13% and Abeta yeast res -7%.
`CCO[C@@H]1OC(C(=O)Nc2ccccc2)=C[C@H](c2ccccc2)[C@H]1CCCO` gave EPAC2 ag 8%, FUS yeast rescue 18%, D3 antag 11, TDP43 rescue 30%, aSyn rescue 3%, D3 ag 1, EPAC2 antagonist -7% and Abeta yeast res 1%.
`O=C(c1ccccc1)c1ccc(Oc2ccc(C(=O)O)c(C(=O)O)c2)cc1` gave EPAC2 ag 3%, FUS yeast rescue 5%, D3 antag 1, TDP43 rescue 2%, aSyn rescue 1%, D3 ag -1, EPAC2 antagonist 0% and Abeta yeast res -1%.
`C=CCNc1nc(NCC)nc(N2CCOCC2)n1` gave EPAC2 ag -6%, FUS yeast rescue 4%, D3 antag 0, TDP43 rescue 0%, aSyn rescue -3%, D3 ag 12, EPAC2 antagonist -1% and Abeta yeast res -3%.
For CN(C)C(=O)c1ccc(N/C=C(\C=O)c2nc3ccccc3o2)cc1 the results were EPAC2 ag 3%, FUS yeast rescue 4%, D3 antag -1, TDP43 rescue -12%[9.22 µM], aSyn rescue -3%, D3 ag -3, EPAC2 antagonist 3% and Abeta yeast res 9%.

Carrying on:
CS(=O)(=O)Nc1ccccc1C(=O)NC1CC2CCC1C2 (stereo unspecified) was read as EPAC2 ag 9%, FUS yeast rescue 25%, D3 antag 8, TDP43 rescue -17%, aSyn rescue 1%, D3 ag 9, EPAC2 antagonist -7% and Abeta yeast res -9%.
Cc1c(-n2c(SCC(N)=O)nc3ccccc3c2=O)c(=O)n(-c2ccccc2)n1C was read as EPAC2 ag -1%, FUS yeast rescue 7%, D3 antag 9, TDP43 rescue -11%, aSyn rescue 7%, D3 ag -5, EPAC2 antagonist 9% and Abeta yeast res 9%.
N#Cc1ccsc1NC(=O)CSc1nnc(NC2CC2)s1 was read as EPAC2 ag -10%, FUS yeast rescue -3%, D3 antag -13, TDP43 rescue 1%, aSyn rescue 10%, D3 ag -3, EPAC2 antagonist -6% and Abeta yeast res -5%.
`CCCCN(C(C)=O)c1c(CC)nc2ccc(C(=O)NCc3cccs3)cn12` gave EPAC2 ag -6%, FUS yeast rescue -4%, D3 antag -7, TDP43 rescue 7%, aSyn rescue 0%, D3 ag -7, EPAC2 antagonist 6% and Abeta yeast res -9%.
CN(C)S(=O)(=O)c1ccc(NC(=O)Cn2ccsc2=N)cc1 was read as EPAC2 ag 7%, FUS yeast rescue 3%, D3 antag -2, TDP43 rescue 4%, aSyn rescue 1%, D3 ag -11, EPAC2 antagonist 18% and Abeta yeast res 2%.
Screening Cc1nn(CC(=O)NC2CC2)c(C)c1S(=O)(=O)NC(C)(C)C returned EPAC2 ag -5%, FUS yeast rescue 0%, D3 antag 2, TDP43 rescue 10%, aSyn rescue -11%, D3 ag 4, EPAC2 antagonist 3% and Abeta yeast res 5%.
COc1cccc(NC(=O)CCCn2c(=S)[nH]c3ccccc3c2=O)c1 was read as EPAC2 ag -10%, FUS yeast rescue 13%, D3 antag inconclusive, TDP43 rescue 8%, D3 ag 1, EPAC2 antagonist 6% and Abeta yeast res 6%.
Screening Cc1cc(C)c2nc(-c3ccccn3)cc(C(=O)Nc3ccc(S(=O)(=O)Nc4onc(C)c4C)cc3)c2c1 returned EPAC2 ag 6%, FUS yeast rescue 12%, D3 antag -5, TDP43 rescue -9%, aSyn rescue -8%, D3 ag 1, EPAC2 antagonist inconclusive and Abeta yeast res 1%.
For Cc1[nH]c(C)c(S(=O)(=O)N2CCC(C)CC2)c1C(=O)N1CCCC1 the results were EPAC2 ag -1%, FUS yeast rescue 5%, D3 antag 6, TDP43 rescue 2%, aSyn rescue -1%, D3 ag 10, EPAC2 antagonist -1% and Abeta yeast res 7%.
`COc1cc(NS(=O)(=O)c2cc(Br)cc3c2N(C(C)=O)C(C)C3)cc(OC)c1` (stereo unspecified) gave FUS yeast rescue 10%, TDP43 rescue 5%, D3 ag 9 and Abeta yeast res -12%.
`CCCn1c(OC)nc2c1c(=O)n(C)c(=O)n2C` gave EPAC2 ag -4%, FUS yeast rescue -35%, D3 antag 36, TDP43 rescue 23%, aSyn rescue 3%, D3 ag 3, EPAC2 antagonist -10% and Abeta yeast res 2%.
`Cc1ccnc2nc(C(=O)Nc3nc(-c4ccccn4)cs3)nn12` gave EPAC2 ag 3%, FUS yeast rescue 14%, D3 antag -2, TDP43 rescue 4%[9.22 µM], aSyn rescue 12%, D3 ag -1, EPAC2 antagonist 4% and Abeta yeast res -5%.
`O=c1ccsn1Cc1ccccc1` gave EPAC2 ag 3%, D3 antag inconclusive, TDP43 rescue 10µM*, aSyn rescue 0%, D3 ag -24, EPAC2 antagonist -11% and Abeta yeast res 3%.
CCOC(=O)CSc1nnc(Cc2ccc(OC)cc2)n1-c1ccccc1 was read as EPAC2 ag -1%, FUS yeast rescue 26%, D3 antag 31, TDP43 rescue inconclusive, aSyn rescue 1%, D3 ag 1, EPAC2 antagonist 10% and Abeta yeast res 11%.
CC(=O)CSc1nnc(Cc2ccc3c(c2)OCO3)o1 was read as EPAC2 ag -12%, FUS yeast rescue 7%, D3 antag 3, TDP43 rescue 12%, aSyn rescue -2%, D3 ag 2, EPAC2 antagonist -3% and Abeta yeast res 8%.
O=C(Nc1ccc(S(=O)(=O)N2CCCCC2)cc1)C1CCCN(C(=O)c2ccc(Cl)cc2)C1 (stereo unspecified) was read as EPAC2 ag -5%, D3 antag -5, TDP43 rescue -15%, aSyn rescue 7%, D3 ag -4, EPAC2 antagonist 0% and Abeta yeast res 1%.
For COC(=O)c1sccc1NC(=O)C1CC1 the results were EPAC2 ag 3%, FUS yeast rescue 1%, D3 antag 7, TDP43 rescue -14%, aSyn rescue -9%, D3 ag 8, EPAC2 antagonist 7% and Abeta yeast res -8%.
`CC1=CC(C)C(C(=O)O)C(C(=O)Nc2cccnc2)C1` (stereo unspecified) gave EPAC2 ag -7%, FUS yeast rescue -7%, D3 antag 14, TDP43 rescue -8%, aSyn rescue 1%, D3 ag 7, EPAC2 antagonist 0% and Abeta yeast res 8%.
For COc1ccc(CC(=O)N/N=C/C=C/c2ccc3c(c2)OCO3)cc1OC the results were EPAC2 ag 6%, FUS yeast rescue -14%, D3 antag 3, TDP43 rescue 12%, aSyn rescue -1%, D3 ag 4, EPAC2 antagonist 8% and Abeta yeast res -3%.
For CCc1ccccc1Nc1nc2ccccc2c2nncn12 the results were FUS yeast rescue -4%, TDP43 rescue 18µM*, D3 ag 5 and Abeta yeast res 6%.
For CC(=O)Nc1ccc(NC(=O)C2CCCN2S(=O)(=O)c2cccc(C(F)(F)F)c2)cc1 (stereo unspecified) the results were EPAC2 ag -2%, FUS yeast rescue 8%, D3 antag -2, TDP43 rescue 15%, aSyn rescue -1%, D3 ag -1, EPAC2 antagonist 7% and Abeta yeast res 0%.
